Screens deposited in PubChem BioAssay by National Center for Advancing Translational Sciences (NCATS).
BRCA1 expr up = increases BRCA1 expression | 380,000 compounds, 1.1% hits | Potency, µM (titrated, usually from 46.1 µM), inactives show at the top dose activation, hits mostly activators | MCF7-BRCA1-FFLuc reporter, luminescence, 48 h; response scale: scaled: vehicle 0%, 10 µM genistein 100% | AID 624202; active = well fitted activation curve with a large enough effect; inconclusive = small, poorly fitted or top-dose-only effect; inactive = no such curve, though single readings can be large or run the other way; also: nearly all actives have a fitted effect of over 80% in size; some results filed as inactive show a strong effect at the top dose
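48 h compound treatment of MCF7-BRCA1-FFLuc cells (phenol-red free MEM, 37 °C), then 15 min with luciferase substrate and luminescence imaging.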
The depositor's hits bear a star; ? = inconclusive; & = joins results of further samples. Potency is read from the fitted curve at half-maximal effect. This is a subset; rates above refer to the full screens.

BRCA1 expr up,smiles
2%,COc1ccc(CN2C(=O)C(CC(=O)NCC3CCCCC3)CC(C(=O)N3CCOCC3)=C2C)cc1 (stereo unspecified)
-2%,Oc1ccccc1C=NNC(=S)NC1CC2C=CC1C2 (stereo unspecified)
-7%,c1ccc(Cc2nc3ccccc3s2)cc1
3%,CC1(C)C(=O)N(c2ccccc2)C(=O)c2ccccc21
5%,CC[C@]12C(=O)N(C)C[C@H]([C@@H]3C(=O)N(C)C(=O)[C@@H]31)N2C(=O)c1ccc(F)cc1
36%,C(=NN1CCCCCC1)c1cccc2ccccc12
4%,Cc1cc(C(=O)N2CCC2(C)C(=O)O)c(C)o1 (stereo unspecified)
16%,O=C1CC2(CCCC2)Oc2ccccc21
3%,CC(=O)c1ccccc1OC(=O)c1ccc(-c2ccccc2)cc1
3%,CCNC(=O)C1(C)CCCN(C(=O)C2(c3ccc(Cl)cc3)CCCC2)C1 (stereo unspecified)
-11%,CCc1nc2ccc(C(=O)N(C)CCN(C)C)cn2c1N(C)Cc1cc2ccccc2s1
0%,OCC[C@@H]1C[C@@H](O)[C@H](O)[C@@]2(CCCO2)O1

A draw from above in order of number of heavy atoms, descending:
BRCA1 expr up,smiles
2%,COc1ccc(CN2C(=O)C(CC(=O)NCC3CCCCC3)CC(C(=O)N3CCOCC3)=C2C)cc1 (stereo unspecified)
-11%,CCc1nc2ccc(C(=O)N(C)CCN(C)C)cn2c1N(C)Cc1cc2ccccc2s1
0%,OCC[C@@H]1C[C@@H](O)[C@H](O)[C@@]2(CCCO2)O1

Going on with the list.
BRCA1 expr up,smiles
-10%,CC(=O)C1=C(O)C(=O)N(CCN2CCOCC2)C1c1ccc(N(C)C)cc1 (stereo unspecified)
-17%,Cc1ccc(NC(=O)CN(C)C(=O)COc2ccc(Br)cc2)cc1
9%,CCN(CC)C(=O)C1=C(C)N(Cc2ccc(C(C)(C)C)cc2)C(=O)C(CC(=O)NC2CCCC2)C1 (stereo unspecified)
-30%,Cc1ccc2[nH]c(O)c(N=Nc3ccccc3[N+](=O)[O-])c2c1
2%,Cc1cc(N)ccc1-n1nc2ccccc2n1
1%,CC1(C(=O)Nc2ccc3c(c2)OCCO3)CCN1C(=O)C1(c2ccccc2)CC1 (stereo unspecified)
6%,COc1cc(/C=C2/N=C(c3ccccc3)OC2=O)c(F)cc1OCc1ccccc1
-9%,CC1C(=O)N(Cc2cn(CCC3OCCCO3)nn2)CCS(=O)(=O)N1Cc1ccc(-c2ccc(Cl)nc2)cc1 (stereo unspecified)
3%,C[C@H](CO)N1C[C@H](C)[C@H](CN(C)C(=O)Nc2ccc(N3CCN(C)CC3)cc2)OCc2cnnn2CCCC1=O
-9%,NC(=O)C(C1=CCCCC1)c1ccccc1 (stereo unspecified)
-57%,COC(=O)c1cnc(Nc2nc(C(N)Cc3ccc(Cl)cc3)cs2)nc1C(F)(F)F (stereo unspecified)
-7%,Nc1ncnc2c1ncn2[C@@H]1O[C@H](CNC(=O)[C@@H](N)Cc2ccc(C(=O)c3ccccc3)cc2)[C@@H](O)[C@H]1O

Remaining list, next part
BRCA1 expr up,smiles
-17%,Cc1nnc(SCC(=O)NC2CCCCC2)n1-c1ccccc1
-23%,COc1cccc(CN2CCC2(C)C(=O)Nc2ccc(Cl)c(Cl)c2)c1F (stereo unspecified)
4%,C[C@@H]1CN([C@H](C)CO)C(=O)c2cc(Br)cnc2O[C@H]1CN(C)C(=O)Nc1ccccc1F
4%,Fc1ccc(-c2nc3c(Cl)cc(C(F)(F)F)cn3c2Cc2ccsc2)cc1
-17%,COCc1ccc(C(=O)N2CCCC(N3CCN(c4cccc(Cl)c4)CC3)C2)s1 (stereo unspecified)
-29%,O=C(NCC(O)c1nc2ccccc2[nH]1)c1cc([N+](=O)[O-])ccc1F (stereo unspecified)
3%,COc1cc2nc(N3CCCN(C)CC3)nc(N)c2cc1OC
-31%,COCOCCn1cc(CN2CCS(=O)(=O)N(Cc3ccc(-c4ccc(OC)cc4)cc3)C(C(C)C)C2=O)nn1 (stereo unspecified)
-25%,COCCNC(=O)C1(C)CCCN(CCC(=O)c2ccc(Br)cc2)C1 (stereo unspecified)
36%,Cc1cn([C@H]2C[C@H](O)[C@@H](CCC(=O)NCC3CCCO3)O2)c(=O)[nH]c1=O (stereo partly specified)
4%,C[C@H]1CN([C@@H](C)CO)C(=O)CCCn2nncc2CO[C@@H]1CN(C)Cc1cccc2c1OCCCO2
-4%,CSCCNC(=O)C1(C)CCN1C(=O)c1ccc(C(C)(C)C)cc1 (stereo unspecified)

Seven entries drawn at random from those above:
BRCA1 expr up,smiles
4%,Cc1cc(C(=O)N2CCC2(C)C(=O)O)c(C)o1 (stereo unspecified)
3%,COc1cc2nc(N3CCCN(C)CC3)nc(N)c2cc1OC
36%,C(=NN1CCCCCC1)c1cccc2ccccc12
2%,COc1ccc(CN2C(=O)C(CC(=O)NCC3CCCCC3)CC(C(=O)N3CCOCC3)=C2C)cc1 (stereo unspecified)
2%,Cc1cc(N)ccc1-n1nc2ccccc2n1
-11%,CCc1nc2ccc(C(=O)N(C)CCN(C)C)cn2c1N(C)Cc1cc2ccccc2s1
-9%,CC1C(=O)N(Cc2cn(CCC3OCCCO3)nn2)CCS(=O)(=O)N1Cc1ccc(-c2ccc(Cl)nc2)cc1 (stereo unspecified)

Later entries:
BRCA1 expr up,smiles
0%,O=C(NCCc1ccccc1)c1cccc2c(-c3cccnc3)coc12
2%,CC(C)(C)OC(=O)N1CC2(CCCCC2)CC1Cc1ccc(C(F)(F)F)cc1 (stereo unspecified)
2%,Cc1ccc(S(=O)(=O)N2C[C@H]3C(=O)C[C@@H](c4ccccc4F)N(S(=O)(=O)c4ccc(C)cc4)[C@H]3C[C@H]2c2ccccc2F)cc1
22%,O=C(O)C(Cc1ccccc1)NC(=O)C(Cc1ccccc1)NC(=O)C12CC3CC(CC(C3)C1)C2 (stereo unspecified)
7.9µM*,CN(C)c1ccc(C=NN2CCCCCC2)cc1
0%,COCCNC(=O)C1(C)CCCN(C(=O)c2cc(C)oc2C)C1 (stereo unspecified)
18%,Nc1ccc2nc(N)sc2c1
-31%,CC1(C)c2[nH]c3ccccc3c2C[C@H]2C(=O)N(Cc3ccccc3F)C(=O)N21
6%,CC(C)(C)N(Cc1ccccc1)C(=O)COC(=O)Cn1[nH]c(=O)c2ccccc2c1=O
9%,CCN(CC)C(=O)c1ncn2c1C(=O)N(C)CC2
0%,C[C@@H]1CN([C@@H](C)CO)S(=O)(=O)c2ccc(Br)cc2O[C@H]1CN(C)Cc1ccncc1
4%,COCOc1ccc(C=O)c(OCOC)c1

The results go on.
BRCA1 expr up,smiles
-1%,CC(C)N1CCSC1=S
5%,C[C@H]1CC[C@@]2(O[C@@H](CCO)C[C@H](O)[C@H]2O)O1
0%,CC(=O)C1CCC2C3CC=C4N(C)C(=O)CCC4(C)C3CCC12C (stereo unspecified)
8%,O=c1[nH][nH]c2c1[C@H](c1ccc(Cl)cc1)O[C@H](C1CCCCC1)C2
0%,NC(=O)/C(=C/c1ccco1)NC(=O)c1ccc(Br)o1
-65%,NC(Cc1ccc(F)cc1)c1csc(Nc2cc(Oc3ccccc3)ncn2)n1 (stereo unspecified)
-3%,C[C@H](O)[C@@H]1C(=O)N2CCc3c([nH]c4ccccc34)[C@@H]2C[C@@H]1N(C)C(=O)Nc1ccc(F)cc1
13%,COc1ccc(S(=O)(=O)N2CCC[C@H]2C(=O)N2CCC[C@H]2C(=O)NCc2ccncc2)cc1C
20%,Nc1ccccc1C(=O)NC1CCCNC1=O (stereo unspecified)
4%,CC1(C(=O)NS(=O)(=O)c2ccc(Cl)s2)CCN1C(=O)CCc1ccccc1 (stereo unspecified)
-25%,CCc1nc2ccc(C(=O)NCCCn3ccnc3)cn2c1N(C)Cc1cc2ccccc2s1
-9%,COC(=O)C[C@H]1c2cc(F)ccc2S(=O)(=O)N1Cc1ccccc1

Following part
BRCA1 expr up,smiles
-21%,C[C@@H]1CN([C@H](C)CO)S(=O)(=O)c2ccc(-c3cccc(C#N)c3)cc2O[C@H]1CN(C)C(=O)Nc1cc(F)ccc1F
3%,CCCCCc1c(-c2cccc(Cl)c2)ncn1CCc1ccccc1OC
10%,COc1cc(C)ccc1S(=O)(=O)NC(=O)C1(C)CCN1C(=O)Cc1ccc(Cl)cc1Cl (stereo unspecified)
-18%,COc1ccc(C#Cc2cccc(-c3nc(C(=O)NCCCN4CCOCC4)cc4c3[C@H](CCO)N(S(=O)C(C)(C)C)C4)c2)cc1OC (stereo partly specified)
0%,CCCCCCCCCC1(CC(=O)OCC)SCCN1C(N)=O (stereo unspecified)
-6%,CN(C)c1ncnc2[nH]ncc12
1%,CC(C)C(N)c1csc(Nc2ccc(S(C)(=O)=O)cc2)n1 (stereo unspecified)
11%,Cc1cn([C@H]2C[C@H](O)[C@@H](/C=C/C(=O)NCc3ccc4c(c3)OCO4)O2)c(=O)[nH]c1=O
4%,CC(C)Nc1ncnc2[nH]ncc12
19%,Cc1cc(C)c(S(=O)(=O)N(C)CC(=O)N2CCCC2)c(C)c1
1%,N#Cc1ccc(COC(=O)c2ccc3c(c2)OCO3)cc1
4%,O=[N+]([O-])c1ccc(S(=O)(=O)N2CCN(c3nc(-c4ccccc4)nc4ccccc34)CC2)cc1

Next section
BRCA1 expr up,smiles
-59%,O=C1NCc2c1c1c3ccccc3[nH]c1c1[nH]c3ccccc3c21
0%,c1csc(CNc2ccn3nc(-c4ccc(OCCN5CCOCC5)cc4)cc3n2)c1
-10%,O=C(CSc1n[nH]c(=O)n1CCc1ccccc1)NC1CCCC1
-16%,CON(C)S(=O)(=O)c1cccc(C(=O)Nc2cccc(S(=O)(=O)NC3=NCCCCC3)c2)c1
1%,C[C@H]1CN([C@@H](C)CO)C(=O)c2cc(C#CC3CCCC3)cnc2O[C@H]1CN(C)C(=O)Cc1ccccn1
26%,O=C(O)c1ccsc1Cc1cccs1
20%,Nc1ccc2c(c1)Cc1cc(Cl)c(Cl)cc1-2
?,CCOc1ccc(C(=O)NC2CCCCCCC2)cc1
-57%,CN(C)c1ccc(/C=C/c2c[n+](C)cc3ccccc23)cc1
-55%,CCc1nc2ccc(C(=O)NCc3ccc4c(c3)OCO4)cn2c1N(CC)Cc1cccc(Br)c1
11%,COc1ccc(NC(=O)c2cc(-c3ccc(F)cc3OC)n[nH]2)c(C)c1
9%,CN1OC[C@@H]2CN(C(=O)Nc3ccccc3)[C@H](c3ccc(N4CCCCC4)cc3)C[C@@H]21

BRCA1 expr up, hit marks shown above.
BRCA1 expr up,smiles
7.9µM*,CN(C)c1ccc(C=NN2CCCCCC2)cc1

Other structures.
BRCA1 expr up,smiles
-15%,NC1=NC(c2ccc([N+](=O)[O-])cc2)N(c2ccc(F)cc2)C(N)=N1 (stereo unspecified)
1%,O=[N+]([O-])c1ccccc1CN1CCN(S(=O)(=O)c2ccccc2)CC1
15%,O=C(NNc1ccccc1F)c1cccs1
-4%,O=Cc1cccc2ccc3cccc(C(=O)O)c3c12
13%,CCOC(=O)/C(C#N)=C\c1ccc2c(c1)OCO2
31%&48%,CN(C)c1ccc(C=C2C=CC=C2)cc1
-7%,CC(C)C[C@@H](CO)NC(=O)CC[C@H](NC(=O)OC(C)(C)C)C(=O)N(Cc1ccccc1)Cc1ccccc1
-37%,O=C(NNC(=S)Nc1ccc(C(=O)O)c(O)c1)c1ccncc1
-43%,CC(=Cc1ccccc1)C=C1SC(=S)N(CCCC(=O)Nc2ccc(C(=O)O)cc2)C1=O
50%,COc1ccc(-c2cc3cc(OC)c(OC)cc3cn2)cc1OC
-17%,O=C(Nc1ccccc1)C(CCCCN1C(=O)c2ccccc2C1=O)N1C(=O)c2ccccc2C1=O (stereo unspecified)
-9%,CC1=C(C(=O)N(C(C)C)C(C)C)CC(CC(=O)NC2CCCCC2)C(=O)N1Cc1ccc(C(C)(C)C)cc1 (stereo unspecified)

Other records
BRCA1 expr up,smiles
-23%,CC(C)CN(CC(C)C)c1ccc(/C=C/c2ccnc3ccccc23)cc1
9%,CN(Cc1ccc(C(F)(F)F)cc1)C(=O)[C@H]1O[C@@H](n2cnc3c(N)ncnc32)[C@H](O)[C@@H]1O
-26%,CC(=O)Nc1c(O)c2cccc3c2n(c1=O)CCC3
-23%,O=C(CN1C(=O)C2(OCCO2)c2cc(Br)ccc21)NO
25%,COc1ccc(CN2C(=O)C(CC(=O)NCCCN(C)C)CC(C(=O)N3CCCCCC3)=C2C)cc1 (stereo unspecified)
0%,Cc1cc(NCC(=O)Nc2ccc(C)c(S(=O)(=O)N3CCOCC3)c2)ccc1Br
3%,Cc1cc(C)n2[nH]c(=O)cc2n1
0%,OC(c1ccc(-c2ccccc2)cc1)c1ncc(-c2ccccc2F)[nH]1 (stereo unspecified)
19%,CCCCC(=O)Nc1ccc(Cl)cc1F
-23%,CCOC(=O)C1=C[C@@H](C(C)C)N(S(=O)(=O)c2ccc(C)cc2)[C@H]1c1ccc(C(C)C)cc1
-6%,COc1cccc(-c2cc(C(=O)O)c3cc4ccccc4cc3n2)c1OC
18%,O=C(Nc1ccc(F)c(Cl)c1)c1ccc2sc([C@H]3C[C@H](O)[C@@H](CO)O3)nc2c1

(continued)
BRCA1 expr up,smiles
-31%,COc1ccc(Oc2c(OC)cc([N+](=O)[O-])c3ncccc23)cc1
5µM*,COc1ccc2c(CN(C)Cc3ccccc3)cc(=O)oc2c1
-3%,COc1cc2c(cc1OC)CN(C1CCCN(Cc3cccc(C(C)=O)c3)C1)CC2 (stereo unspecified)
12%,COc1ccc(CN(C)C(=O)[C@H]2O[C@@H](n3ccc(=O)[nH]c3=O)[C@H](O)[C@@H]2O)cc1OC
22%,NCC1OC(n2cnc3c(N)ncnc32)CC1O (stereo unspecified)
-21%,COc1ccc(Br)c(C(=O)OCC(=O)Nc2cc(C)on2)c1
13%,CCOC(=O)C(Cc1ccc(O)c([N+](=O)[O-])c1)N1C(=O)c2ccccc2C1=O (stereo unspecified)
